Screens (PubChem BioAssay)
3CLpro inhibitor: SARS-CoV 3CLpro protease inhibition. P0C6X7. inhibition, % at 6 µM. 290,000 tested, 0.14% active. recombinant SARS-CoV 3CLpro, quenched FRET peptide cleavage; in the data active = inhibition above about 12%
TcdB inh: TcdB glycohydrolase inhibition; P18177; TcdB glycohydrolase enzymatic assay, plate reader; 350,000 tested, 0.24% active; inhibition, % at 9.99 µM; in the data active = inhibition above about 10%
PfHsp40 yeast: rescue of PfHsp40-mediated yeast toxicity | S. cerevisiae expressing PfHsp40, growth rescue, ATP luminescence | growth rescue, % at 12.5 µM | 340,000 tested, 0.68% active | AID 504582; in the data active = growth rescue above about 28%, passing the limit was not always enough;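 note: yeast W303a lacking pdr1 and pdr3 grown in galactose medium; growth measured after three days at 30 °C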
SSB-PriA inh: K. pneumoniae PriA-SSBct interaction inhibition; AlphaScreen SSBct-PriA binding, biotinylated peptide; inhibition, % at 33 µM; 430,000 tested, 0.6% active; in the data active = inhibition mostly above about 37%, no sharp cut-off; inactive = mostly below about 20%;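 note: plate controls were negative control peptide for no effect and reference peptide for full effect; strong numbers were not always called active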
Anthrax LF prot: blocks Bacillus anthracis lethal factor protease; 360,000 tested, 0.12% active; inhibition, % at 10 µM; AID 588501; multiplex microsphere protease cleavage assay, LF; in the data active = inhibition above about 30%; note: plate controls were buffer without enzyme for full effect and enzyme alone for no effect
MazEF act: activators of E. coli MazEF toxin-antitoxin RNase; P0AE70; FAM/BHQ RNA-DNA oligo cleavage fluorescence, 5 h; activation, % at 20 µM; 350,000 tested, 0.32% active; AID 504720; in the data active = activation above about 50%
Yp Topo-I inh: Y. pestis Topo-I inhibition via cleavage products; activity, % at 10 µM; 360,000 tested, 0.064% active; Y. pestis Topo-I cleavage product accumulation, plate reader; AID 504884; in the data active = activity above about 50%, passing the limit was not always enough; note: inactives centre near 2
Vc quorum ag: inducers of Vibrio cholerae quorum light production without autoinducers. V. cholerae BH1578 lux reporter, luminescence, 6 h. activation, % at 18.7 µM. 350,000 tested, 0.16% active. AID 588436; in the data active = activation mostly above about 9.7%, no sharp cut-off; note: not every result past the cut was called active; inactives centre near 0; reference of the scale not given here
DUSP3 inh: DUSP3 (human) phosphatase inhibition. inhibition, % at 13.3 µM. recombinant VHR phosphatase, pNPP absorbance. 290,000 tested, 0.52% active; in the data active = inhibition above about 50%; note: some compounds called inactive have numbers as strong as hits
Rv3671c inh: inhibitors of M. tuberculosis serine protease Rv3671c | inhibition, % at 5.96 µM | AID 2606 | P9WHR9 | 320,000 tested, 0.048% active; in the data active = inhibition above about 38%;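 note: extracellular domain of Rv3671c used as enzyme; 0% = enzyme with DMSO and 100% = no enzyme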
Starred values were filed as active, the others as inactive; i = inactive; / = not tested or not shown.

The first 10 records (preview)
Compound	3CLpro inhibitor	TcdB inh	PfHsp40 yeast	SSB-PriA inh	Anthrax LF prot	MazEF act	Yp Topo-I inh	Vc quorum ag	DUSP3 inh	Rv3671c inh
Cc1cccc(-n2c(Cc3cc(=O)[nH]c(=O)[nH]3)nnc2SCC(=O)Nc2cccc(C(F)(F)F)c2)c1	-1	0.9	-1.1	-11	1	-5	3	-0.2	27	-13
O=C(CSc1nncs1)Nc1ccc2c(c1)OCO2	3	-0.2	0.1	-2	0	0	12	-0.4	13	3
CCOC(=O)c1c(NC(=O)CSc2nnc(C)c(=O)[nH]2)sc2c1CCCC2	-1	/	0.2	-24	-8	3	5	-0.3	9	-4
CN(Cc1cccs1)C(=O)CCNS(=O)(=O)c1ccc(Br)cc1	/	0.5	0.7	-5	10	-3	15	0.3	/	3
CCc1ccc(OCCNC(=O)c2ccccc2SCc2ccccc2)cc1	7	/	18	-9	-1	-3	0	-1.0	29	-16
C=CCn1c(O)c(C2=c3ccccc3=NC2=O)s/c1=N/c1nccs1	4	-0.9	0.3	/	-7	5	-8	-0.3	-9	0
CCCn1c(=S)[nH]c2cc(C(=O)N(CCO)Cc3ccccc3)ccc2c1=O	7	2.8	0.9	2	3	6	21	-0.3	4	2
O=C(NC1CCCCC1)N1CCSC1=Nc1ccccc1	1	/	1.0	-12	-7	2	31	i	26	-5
[O-]/[N+](=C/c1ccccc1)c1ccccc1	/	0.3	-0.3	5	0	6	1	-2.9	/	9
NS(=O)(=O)c1ccc(CCNc2ccc(C(F)(F)F)cn2)cc1	-1	2.0	-0.1	0	2	3	-1	-0.7	36	-4

This part in full, from the start:
Compound	3CLpro inhibitor	TcdB inh	PfHsp40 yeast	SSB-PriA inh	Anthrax LF prot	MazEF act	Yp Topo-I inh	Vc quorum ag	DUSP3 inh	Rv3671c inh
Cc1cccc(-n2c(Cc3cc(=O)[nH]c(=O)[nH]3)nnc2SCC(=O)Nc2cccc(C(F)(F)F)c2)c1	-1	0.9	-1.1	-11	1	-5	3	-0.2	27	-13
O=C(CSc1nncs1)Nc1ccc2c(c1)OCO2	3	-0.2	0.1	-2	0	0	12	-0.4	13	3
CCOC(=O)c1c(NC(=O)CSc2nnc(C)c(=O)[nH]2)sc2c1CCCC2	-1	/	0.2	-24	-8	3	5	-0.3	9	-4
CN(Cc1cccs1)C(=O)CCNS(=O)(=O)c1ccc(Br)cc1	/	0.5	0.7	-5	10	-3	15	0.3	/	3
CCc1ccc(OCCNC(=O)c2ccccc2SCc2ccccc2)cc1	7	/	18	-9	-1	-3	0	-1.0	29	-16
C=CCn1c(O)c(C2=c3ccccc3=NC2=O)s/c1=N/c1nccs1	4	-0.9	0.3	/	-7	5	-8	-0.3	-9	0
CCCn1c(=S)[nH]c2cc(C(=O)N(CCO)Cc3ccccc3)ccc2c1=O	7	2.8	0.9	2	3	6	21	-0.3	4	2
O=C(NC1CCCCC1)N1CCSC1=Nc1ccccc1	1	/	1.0	-12	-7	2	31	i	26	-5
[O-]/[N+](=C/c1ccccc1)c1ccccc1	/	0.3	-0.3	5	0	6	1	-2.9	/	9
NS(=O)(=O)c1ccc(CCNc2ccc(C(F)(F)F)cn2)cc1	-1	2.0	-0.1	0	2	3	-1	-0.7	36	-4
CC(CCc1ccco1)NC(=O)CSc1cc(=O)n(C)c2ccccc12 (stereo not drawn)	3	/	-1.0	-15	-2	9	14	i	25	4
CC[N+]1(C)CCC(=C2c3ccccc3CC(=O)c3sccc32)CC1 (stereo not drawn)	0	/	1.1	-9	-4	-2	-2	-0.2	24	0
Cc1nnc(SCC(=O)Nc2nsc(-c3ccc(Cl)cc3)n2)s1	5	/	1.0	-28	4	-4	11	i	18	0
CC(c1ccc(Cl)cc1)n1c(-c2ccc3ccccc3n2)n[nH]c1=S (stereo not drawn)	3	1.7	16	4	-4	-1	7	i	18	-7
CCc1nc2oc3ccccc3c(=O)c2c(=O)n1-c1ccccc1	-6	/	-0.4	-17	0	0	7	-6.2	12	3
CCC/C(C)=N/NC(=O)c1ccccc1O	5	/	-0.9	/	-2	0	-4	i	-8	-1
O=C(c1cnn(-c2ccccc2)c1)c1ccccc1O	0	/	2.8	-32	-1	7	8	-0.3	6	-13
COc1ccc(NC(=O)Cn2nnc(-c3ccccc3NC(=O)C3CC3)n2)cc1	-5	/	-0.1	0	-2	-21	-1	i	8	-7
COc1ccc(CCNC(=O)Cc2c(Cl)cccc2Cl)cc1	2	2.0	0.0	2	-1	10	3	/	22	3
O=C(CSc1nc2ccccc2s1)N1c2ccccc2Sc2ccc(C(F)(F)F)cc21	-1	/	-1.0	-10	-3	-7	-4	1.6	24	-8
COc1ccccc1CNC(=O)C1CCC(CNS(=O)(=O)c2ccccc2)CC1 (stereo not drawn)	-1	3.5	8.8	-14	8	6	24	-1.4	7	4
COc1ccc(-c2ccc(C(=O)N3CCOCC3)c3occc23)c(C)c1	/	1.1	/	/	-6	/	5	-0.6	/	/
COc1ccc(N2C(=O)CC(c3ccc(OC(C)C)cc3)C2=O)cc1 (stereo not drawn)	/	1.3	1.5	-12	4	7	4	-0.1	17	5
CCOC(=O)CSC1=C(C#N)C(c2ccccc2F)C(C(C)=O)=C(C)N1 (stereo not drawn)	9	0.1	-0.7	-9	-7	-9	21	i	14	-5
Cc1cccc(NC(=S)NN2CCN(C)CC2)c1C	0	/	-1.1	-11	0	0	-4	0.9	20	-1
c1ccc2c(c1)oc1c(NCc3ccc4c(c3)OCO4)ncnc12	0	/	6.6	-4	5	2	13	-0.6	-32	-5
Cc1ccc(NC(=O)c2nc[nH]c2C(=O)NCC(=O)OC(C)(C)C)cc1	/	-3.9	-0.4	0	-5	3	8	i	-1	5
O=C(CSc1nc(-c2ccc(F)cc2)nc2ccc(F)cc12)Nc1cccc(C(=O)O)c1	-4	1.7	0.5	-9	-1	-8	11	-2.8	18	-4
Cc1ccc(C)c(OCc2cc(C(=O)N(C)Cc3nccn3C)no2)c1	3	0.6	-1.7	10	0	2	3	-0.2	10	1
Cn1nnnc1SCC(=O)NCc1cccc(C(=O)O)c1	0	/	0.9	-10	0	5	7	2.5	-1	-5
CC(=O)Nc1cc(-c2ccc(F)cc2)[nH]n1	-4	11*	0.4	5	0	-4	0	-0.3	8	-6
Cc1cc(C)c2sc(N(CCCN(C)C)C(=O)CN3C(=O)c4ccccc4C3=O)nc2c1	2	0.5	-1.7	21	-11	42	12	-2.8	30	6
O=C(Nc1ccccc1F)OC1CN2CCC1CC2 (stereo not drawn)	1	-0.1	-0.6	-5	/	-6	-6	-1.6	27	4
CCOC(=O)C1(Cc2cccc(F)c2)CCN(Cc2ccc(COC)o2)CC1	3	0.7	-0.5	6	-2	-1	17	-0.4	13	5
COc1ccccc1NC(=O)C1CCCCC1	-5	/	0.2	-9	1	10	9	-1.3	-11	1
C=CCC1(NC(C)c2ccccc2)CCCCC1 (stereo not drawn)	4	1.0	0.1	-3	1	-4	1	-0.3	9	-6
COc1ccccc1NC(=O)c1ccc(-n2cccn2)nc1	1	/	1.1	0	1	3	-3	2.9	33	2
COc1ccc(N2C(=O)CSC2c2ccc([N+](=O)[O-])cc2)cc1 (stereo not drawn)	-1	0.0	-1.3	6	0	3	0	0.6	22	0
CC(C)c1ccc(NC2CCCN(C(=O)c3cc(C(C)C)[nH]n3)C2)cc1 (stereo not drawn)	0	-9.5	-1.0	22	-2	14	27	-0.9	13	/
Cc1cc(C)n(-c2ccc(-n3ccnc3)nn2)n1	-6	/	0.7	-5	-2	3	1	-15	6	-2
Cc1cccc(NC(=O)Nc2c(C)[nH]c(=O)[nH]c2=O)c1C	-2	1.2	-1.4	-16	1	7	-7	-1.0	16	-1
CN1C(=O)C(Cc2cccs2)C(=O)N(C)C1=O	2	-5.2	-1.1	-7	0	-5	-5	i	-14	-4
Clc1ccc(Nc2nc3cccnc3s2)cc1	1	0.3	1.2	3	-2	6	0	-0.1	-8	-2
CN(C)CCO/N=C(\c1ccc(Br)cc1)c1cccnc1	/	0.7	-0.4	/	-50	-12	-3	0.2	/	0
CCCCN(C(=O)CSCc1ccc(C)cc1)c1c(N)n(Cc2ccccc2)c(=O)[nH]c1=O	/	-0.8	-1.4	-11	-1	-17	5	-0.4	/	/
O=C(CCSc1nc(-c2ccc3c(c2)OCO3)cc(C(F)(F)F)n1)NCc1ccccc1	1	/	-0.6	-8	-2	1	-1	-1.2	-5	-2
CCc1ccc(OCC(=O)OC2CCS(=O)(=O)C2)cc1 (stereo not drawn)	2	2.0	0.4	-5	1	-6	-4	-3.6	-3	2
COc1cc(/C=N/NP(=S)(c2ccccc2)c2ccccc2)ccc1O	-2	/	1.7	/	-1	5	9	6.2	37	2
FC(F)(F)COc1nc(N2CCCCC2)nc(N2CCNCC2)n1	1	/	-0.6	3	-1	6	-1	-0.3	13	-6
CCn1c(SCC(=O)N2CCCc3ccccc32)nc2c(c1=O)SC(C)C2 (stereo not drawn)	4	0.9	1.2	-3	-1	4	34	-0.3	3	2

These rows are one share of the data (hit frequency here may not be typical).
